# STEP inh – STEP (human) phosphatase inhibition; recombinant STEP, OMFP fluorogenic substrate, fluorescence; actives 0.25% (n = 360,000); inhibition, % at 20 µM; AID 588621;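 active = inhibition at 20 µM, scaled per plate between control wells, above about 37%, limit read from the data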;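 also: 0% = DMSO with enzyme and substrate and 100% = substrate only without enzyme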
#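 Material: STEP (striatal-enriched tyrosine phosphatase) enzyme, cell-free; Compound dosing: 20 µM single dose in 1% DMSO; Technique: fluorescence read at 480 nm ex / 540 nm em; Times: reaction 20 min, ambient temperature; Medium: 50 mM Bis-Tris pH 6.0 with 2.5 mM DTT and 0.005% Tween 20; Also added: OMFP at 25 µM.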
# NadD inh – NadD (S. aureus) enzyme inhibition | actives 0.78% (n = 360,000) | AID 602399 | inhibition, % at 20 µM | purified NadD enzyme, colorimetric absorbance read-out; in the data active = inhibition above about 26%; also: some compounds past the cut are filed as inactive
# CSN deneddyl inh – inhibitors of human CSN-mediated cullin deneddylation; Q92905; Purified CSN, SCF-Nedd8-OG deneddylation, fluorescence polarization; inhibition, % at 12.5 µM; actives 0.38% (n = 360,000); AID 651999;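 active = pattern-corrected inhibition above about 35%, with an unprinted fluorescence ratio check between 0.5 and 1.5, limit read from the data, passing the limit was not always enough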;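 also: 0% = enzyme with substrate and 100% = substrate without enzyme; some results filed as inactive read as strong as hits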
#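 Assay system: purified human Csn5 enzyme expressed in HEK293T cells; measure: % inhibition; also added: SCFSkp2-Nedd8OG substrate at 10 nM final; technique: fluorescence polarization; times: reaction 90 min, room temperature; medium: Tris buffer pH 7.5, NaCl, DTT, Tween-20, trehalose, ovalbumin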
# Rpn11 inh – blocks the human proteasome subunit Rpn11. O00487. human 26S proteasome, Ub4-pepOG fluorescence polarization; 20S core pre-blocked with epoxomicin. actives 0.59% (n = 360,000). calls only at 20 µM;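 active = inhibition at 20 µM, scaled to each plate's controls, above about 33%, limit read from the data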
# LMPTP inh – LMPTP (human) inhibition | P24666 | recombinant LMPTP-A, OMFP fluorogenic substrate, fluorescence intensity | inhibition, % at 20 µM | actives 0.22% (n = 360,000);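 active = compounds that cut the enzyme signal by at least half of the control window in the single-dose screen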;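 also: plate controls were DMSO wells with enzyme plus substrate for no effect and substrate without enzyme for full effect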
#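 Test system: LMPTP-A, protein tyrosine phosphatase of low molecular weight; Input: 0.625 nM enzyme; Incubation: 50 min dark incubation at room temperature; Signal: endpoint fluorescence intensity from OMFP dephosphorylation; Read-out basis: % inhibition versus control wells.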
# DNMT1 block – inhibitors of human DNMT1 | P26358 | DNMT1 molecular beacon, Hinp1I cleavage, fluorescence | inhibition (reported as % activation of signal), % at 10 µM | AID 588458 | actives 0.83% (n = 360,000); in the data active = inhibition above about 50%
# Target sequence (P26358 504-1616 limits assumed): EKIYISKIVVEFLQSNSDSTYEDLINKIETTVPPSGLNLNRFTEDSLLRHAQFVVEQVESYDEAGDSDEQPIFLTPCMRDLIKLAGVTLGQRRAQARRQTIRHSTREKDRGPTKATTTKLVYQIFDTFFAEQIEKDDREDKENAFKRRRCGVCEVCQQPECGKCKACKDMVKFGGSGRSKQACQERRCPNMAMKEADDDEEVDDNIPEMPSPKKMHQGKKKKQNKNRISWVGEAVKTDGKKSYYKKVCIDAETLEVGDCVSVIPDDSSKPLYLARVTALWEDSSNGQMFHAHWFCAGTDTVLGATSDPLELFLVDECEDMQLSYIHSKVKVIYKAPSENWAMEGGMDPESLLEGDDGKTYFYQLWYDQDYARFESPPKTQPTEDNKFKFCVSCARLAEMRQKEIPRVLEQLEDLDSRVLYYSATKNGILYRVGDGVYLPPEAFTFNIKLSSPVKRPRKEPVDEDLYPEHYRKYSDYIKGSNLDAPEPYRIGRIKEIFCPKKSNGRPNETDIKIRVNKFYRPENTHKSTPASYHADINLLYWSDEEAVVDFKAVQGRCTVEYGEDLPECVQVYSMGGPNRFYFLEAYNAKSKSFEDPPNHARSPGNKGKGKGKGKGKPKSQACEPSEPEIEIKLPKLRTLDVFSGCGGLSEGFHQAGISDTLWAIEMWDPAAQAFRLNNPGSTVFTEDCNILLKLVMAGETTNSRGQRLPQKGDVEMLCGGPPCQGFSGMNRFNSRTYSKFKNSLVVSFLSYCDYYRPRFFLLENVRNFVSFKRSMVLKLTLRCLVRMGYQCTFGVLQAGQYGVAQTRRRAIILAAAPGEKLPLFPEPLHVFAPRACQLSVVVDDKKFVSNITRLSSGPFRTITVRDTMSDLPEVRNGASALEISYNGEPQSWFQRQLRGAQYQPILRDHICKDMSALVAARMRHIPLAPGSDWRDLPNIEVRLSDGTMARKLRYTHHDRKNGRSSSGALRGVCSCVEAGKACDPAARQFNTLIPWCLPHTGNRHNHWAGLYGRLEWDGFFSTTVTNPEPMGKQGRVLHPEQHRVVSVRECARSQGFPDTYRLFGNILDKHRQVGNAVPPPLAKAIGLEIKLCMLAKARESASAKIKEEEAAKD
# PABP1 MLLE inh – inhibitors of microRNA-mediated deadenylation, human PABP1 MLLE binding | inhibition, % at 20 µM | GST-MLLE / FITC-PAM2 fluorescence polarization | actives 0.36% (n = 360,000) | P11940; in the data active = inhibition above about 35%, passing the limit was not always enough;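 also: plate controls were DMSO wells with GST-MLLE for no effect and wells lacking GST-MLLE protein for full effect; some results filed as inactive read as strong as hits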
# Scp-1 inhibitor – Scp-1 (human) phosphatase inhibition | AID 493091 | inhibition, % at 20 µM | Recombinant Scp1, phosphopeptide, malachite green phosphate absorbance | actives 0.88% (n = 340,000) | Q9GZU7;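 active = inhibition above about 50% at 20 µM, limit read from the data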;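 also: plate controls were DMSO wells with enzyme for no effect and wells lacking enzyme for full effect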
#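 Test system: SCP-1 phosphatase catalytic domain, residues 76-261; measured by: colorimetric phosphate reagent with accelerator and stabiliser, absorbance at 630 nm; timing: enzyme reaction 45 min at room temperature, colour 5 min, stabilisation 30 min; also added: Phosphorylated 17-residue peptide substrate; compound dosing: one concentration, 20 µM, with 1.0% DMSO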
# SUMO1-SIM PPI – modulators of human SUMO1-mediated protein-protein interactions. actives 0.33% (n = 360,000). inhibition, % at 20 µM. P63165. SUMO1 binding to a labelled peptide, TR-FRET, 1 h. AID 602429; in the data active = inhibition above about 37%
# Tb MetRS inh – Trypanosoma brucei MetRS inhibition | actives 0.4% (n = 360,000) | purified T. brucei MetRS, ATP depletion, Kinase-Glo luminescence | inhibition, % at 11.9 µM;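 active = inhibition above a per-plate cutoff of the control wells' mean inhibition plus 3 SD, cut at about 5.5% in these data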;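 also: 0% = DMSO wells median and 100% = median of wells with control inhibitor compound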
#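 Dosing: 11.9 µM single point; system: parasite MetRS enzyme; technique: luminescence of leftover ATP; times: 15 min enzyme-compound preincubation, 2 h reaction, 10 min detection, 25 °C; replicates: each compound tested once; read-out basis: percent inhibition relative to median high and low control wells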
# An asterisk follows results filed as active; i = inactive; x = no result given.
item	Tb MetRS inh	LMPTP inh	STEP inh	DNMT1 block	PABP1 MLLE inh	CSN deneddyl inh	SUMO1-SIM PPI	NadD inh	Scp-1 inhibitor	Rpn11 inh	Compound
1	0.2	-0.1	0	4	5	-1	-3	0	0	i	O=C(Nc1ccccc1)c1cccc(C(=O)Nc2ccccc2)n1
2	-0.5	-1.8	-3	-1	-112	-4	-2	15	61*	i	C[N+]1(CC2COC3(CCCCC3)O2)CCCC1 (centres undefined)
3	-0.2	3.1	2	-6	-16	-2	-3	-5	x	i	CCOC(=O)c1c(-c2cc(OC)c(OC)c(OC)c2)csc1NC(=O)c1ccccc1
4	-0.6	-0.9	0	0	2	1	0	0	-1	i	O=C(CC1C(=O)NCCN1Cc1cccc(Oc2ccccc2)c1)NCCn1cccn1 (centres undefined)
5	-0.4	-1.6	-1	3	1	-2	1	-4	x	i	Cc1ccc(CNC(=O)[C@H]2O[C@@H](n3cnc4c(N)ncnc43)[C@H](O)[C@@H]2O)o1
6	-0.2	-0.4	2	-1	7	-2	2	-2	-7	i	COc1ccc(C(=O)C2CCCN(C(=O)Cc3c(C)noc3C)C2)cc1OC (centres undefined)
7	0.5	6.1	6	-13	20	0	-20	28*	8	i	COc1ccc(S(=O)(=O)Nc2cccc(-c3ccc(N4CCCCCC4)nn3)c2)c(OC)c1
8	-1.2	0.9	-2	-10	-3	3	9	-3	-3	i	Cc1cc(C)n2nc(C(=O)Nc3ccc4c(c3)OCO4)cc2n1
9	0.1	-2.0	2	-1	-33	3	2	-5	-5	i	CCOCCCn1c(=S)[nH]c2cc(C(=O)NCCOC)ccc2c1=O
10	0.1	1.3	0	-5	0	-3	-16	-3	x	i	O=[N+]([O-])c1ccc(CN2[C@H](COCc3ccccc3)[C@@H](N3CCCC3)CS2(=O)=O)cc1
11	-0.5	-3.3	-1	-1	-2	3	-1	-4	1	i	Cc1cccc(NC(=O)Nc2cnccn2)c1
12	-0.9	0.4	-2	1	-18	-1	-1	-6	-1	i	Cc1onc(-c2c(F)cccc2Cl)c1C(=O)NC(C)c1ccccc1 (centres undefined)
13	-0.3	1.8	6	0	12	0	-1	-3	-17	i	O=C(Cc1ccccc1)c1ccc(Cl)cc1
14	-0.8	-3.1	-5	0	8	3	-3	2	-9	i	COc1cc2c(cc1OC)C(CC#N)=NC(C)(C)C2
15	-0.4	1.2	-1	-16	-3	-4	-1	-7	-4	i	CCOc1ccc(N2C(=O)S/C(=C\c3cc(OC)c(OC)c(OC)c3)C2=O)cc1
16	0.4	-0.1	-5	0	-1	-2	8	3	x	i	CCc1nc2c(OCc3ccc(OC)cc3)cccn2c1N(C)C(=O)c1ccco1
17	-1.3	9.7	3	-8	2	-2	0	3	x	i	CCc1cc(-c2nnn(CCC3COCCO3)c2CC)ccc1-c1cn(Cc2ccc3ccccc3c2)nn1 (centres undefined)
18	-0.2	4.0	18	9	3	1	-24	7	7	i	O=C(Cn1[nH]c(=O)c2ccccc2c1=O)NCCN1C(=O)S/C(=C\c2ccccc2)C1=O
19	-0.9	4.3	4	21	-14	2	3	12	9	i	COc1ccc(NCc2nc3ccccc3n2CCOc2ccc(C)cc2)cc1
20	0.6	-0.5	0	0	-7	0	7	2	-2	i	CCCc1nnc(NC(=O)c2c(O)c3c([nH]c2=O)CCCC3)s1
21	-0.6	-1.1	2	3	-5	1	-2	-6	3	i	Cc1ccc(C2CC(c3cccs3)n3nc(N)nc3N2)cc1 (centres undefined)
22	-0.1	0.8	-7	2	-5	-3	-5	-8	-8	i	Cc1cc(C)n(CC(=O)Nc2cccc(C(F)(F)F)c2)n1
23	-2.5	0.9	-2	6	11	2	6	2	-10	i	CCCc1ccc(C(=O)O/N=C(\N)c2ccccn2)cc1
24	-0.4	-0.5	1	0	5	3	3	-7	-6	i	Cc1ccc(N2CCN(C(=O)N3CCCC3)CC2)cc1Cl
25	-0.3	1.5	4	4	9	0	2	6	-8	i	Oc1ccccc1-c1cc(C(F)(F)C(F)F)nc(-c2ccccc2)n1
26	-1.1	-1.8	-2	3	2	-1	1	-8	x	i	O=C(CC[C@H]1O[C@@H](n2ccc(=O)[nH]c2=O)[C@H](O)[C@@H]1O)N[C@@H](Cc1ccccc1)C(=O)NCc1ccccc1
27	-1.4	0.9	-4	8	-1	0	0	1	-2	i	C/C=C/C=[N+](\[O-])C(C)/C(=N/O)c1ccc(F)cc1 (centres undefined)
28	-0.2	0.4	4	-2	1	3	9	1	12	i	O=C(O)c1ccc(Cl)c(S(=O)(=O)N2CCC(Cc3ccccc3)CC2)c1
29	-0.3	0.4	0	7	2	1	-6	3	-7	i	CCN=C1S/C(=C\c2sccc2C)C(=O)N1CC
30	-0.4	-1.1	1	2	-6	5	-10	-2	-9	i	O=C(C1=C(O)C(=O)N(CCOCCO)C1c1cccc([N+](=O)[O-])c1)c1cccs1 (centres undefined)
31	-3.0	-0.4	-3	-1	-7	-3	-3	1	-3	i	Cc1ccc(N(CC(=O)N2CCOCC2)S(=O)(=O)c2ccccc2)cc1
32	0.2	-0.7	x	x	x	-3	0	x	x	x	Cc1cc(C)c(NC(=O)C2C(=O)Nc3ccccc3C(=O)N2C(C)(C)C)c(C)c1 (centres undefined)
33	-0.9	0.7	0	-19	25	2	1	13	1	i	CC(=O)Nc1ccc(-c2csc(NC(=O)C3CCN(S(=O)(=O)c4cccs4)CC3)n2)cc1
34	-0.7	3.7	8	8	9	3	22	3	-22	i	CCCCCCCCn1c(=O)c(C(=O)OCC)c(O)c2ccccc21
35	-1.4	1.6	x	x	x	0	6	x	x	x	CCCCCCCCN1C(=O)[C@H](CC(=O)N2CCN(C(=O)C3CC3)CC2)C[C@@]2(C(=O)OC)CC(C)(C)CC=C12
36	-0.5	-0.5	-1	0	9	0	6	-8	-4	i	O=C(NNS(=O)(=O)c1ccccc1)c1ccc(F)cc1
37	-0.3	-0.6	-2	8	-1	-3	3	2	-5	i	CS(=O)(=O)Nc1ccc(C(=O)Nc2ccccc2-c2ccccc2)cc1
38	0.1	-0.5	-1	1	0	-2	2	1	-2	i	CN(CC(=O)Nc1ccc(Cl)c(Cl)c1)C(=O)C1CCCC1
39	0.1	-0.7	-2	1	-1	-1	-1	-4	5	i	CC1Sc2ccc(S(=O)(=O)NCCc3ccc(S(N)(=O)=O)cc3)cc2NC1=O (centres undefined)
40	-0.4	-0.2	-4	1	6	-1	-1	-1	3	i	Cc1c(NC(=O)C2(c3ccccc3)CCCC2)c(=O)n(-c2ccccc2)n1C
41	-0.3	1.8	2	-2	7	-2	0	3	-7	i	CN(Cc1ccccc1)C(=O)c1ccccc1C(=O)OCC(=O)N(Cc1ccccc1)C(C)(C)C
42	-0.8	1.3	x	x	x	-2	1	14	x	x	COC(=O)[C@]12CCCCC=C1N(Cc1cccc3ccccc13)C(=O)[C@H](CC(=O)NCc1ccc(C)o1)C2
43	-1.1	-0.4	-1	0	14	1	-29	-4	4	i	COc1ccc(/C=C(\NC(=O)c2ccc([N+](=O)[O-])cc2)C(=O)NCCN2CCOCC2)cc1
44	0.3	-0.5	-1	1	10	-2	-2	-3	1	i	COc1cc(CC(=O)Nc2cccc(C(F)(F)F)c2)cc(OC)c1OC
45	0.3	-0.6	-1	0	4	3	-3	5	-4	i	COc1cccc(NC(=O)COc2ccccc2)c1
46	-0.3	-0.4	1	1	-2	0	5	-3	-7	i	Cc1cc(=O)[nH]c2nnc(SCC(=O)N3CC(C)OC(C)C3)n12 (centres undefined)
47	-0.3	0.1	0	-1	-10	4	3	-5	-5	i	Cc1ccc(NS(=O)(=O)c2ccc(C(=O)OCC(=O)NCC3CCCO3)cc2)cc1 (centres undefined)
48	-0.6	1.2	0	3	30	-6	-8	-3	-8	i	COc1ccc(C(=O)NC(=S)Nc2ccccc2[N+](=O)[O-])cc1OC
49	-1.1	-0.2	1	-4	6	1	1	9	-1	i	Cc1cccc2cc(CN(CC3CCCO3)C(=O)c3cccnc3)c3nnnn3c12 (centres undefined)
50	-0.2	0.2	3	-2	29	-5	-7	2	2	i	CCC(=O)N1CCN(c2ccc(NC(=S)NC(=O)c3cc4ccccc4o3)cc2)CC1

# Three entries drawn at random from those above, as already listed:
item	Tb MetRS inh	LMPTP inh	STEP inh	DNMT1 block	PABP1 MLLE inh	CSN deneddyl inh	SUMO1-SIM PPI	NadD inh	Scp-1 inhibitor	Rpn11 inh	Compound
45	0.3	-0.6	-1	0	4	3	-3	5	-4	i	COc1cccc(NC(=O)COc2ccccc2)c1
30	-0.4	-1.1	1	2	-6	5	-10	-2	-9	i	O=C(C1=C(O)C(=O)N(CCOCCO)C1c1cccc([N+](=O)[O-])c1)c1cccs1 (centres undefined)
33	-0.9	0.7	0	-19	25	2	1	13	1	i	CC(=O)Nc1ccc(-c2csc(NC(=O)C3CCN(S(=O)(=O)c4cccs4)CC3)n2)cc1

# More entries.
item	Tb MetRS inh	LMPTP inh	STEP inh	DNMT1 block	PABP1 MLLE inh	CSN deneddyl inh	SUMO1-SIM PPI	NadD inh	Scp-1 inhibitor	Rpn11 inh	Compound
51	-1.1	-2.1	-2	6	15	-1	0	2	13	i	COc1ccccc1N1CC(C)C(=O)NC1=S (centres undefined)
52	0.4	0.3	-1	-3	6	-6	-1	0	-11	i	CC(=O)Nc1ccc(S(=O)(=O)N(CCc2ccccc2)CC(=O)N/N=C/c2ccc(C(=O)O)cc2)cc1
53	-0.3	-0.6	-1	-1	0	0	-1	0	x	i	Cc1nc(C(F)(F)F)ccc1C(=O)N1CCCCCC1(C)C(=O)NCC(C)C (centres undefined)
54	0.1	2.0	2	-5	10	3	1	5	6	i	CCN(CC)CCN(C(=O)c1cc2ccccc2cc1OC)c1nc2ccc(OC)cc2s1
55	-0.3	0.2	-3	-4	12	0	-4	8	-5	i	C/C=C(/C)C(=O)OC1c2c(ccc3ccc(=O)oc23)OC(C)(C)C1OC(C)=O (centres undefined)
56	-0.6	-0.4	-2	0	-8	5	-3	-7	-13	i	CCOC(=O)c1sc(NC(=O)CSc2nccn2C)nc1C
57	0.9	-1.0	2	-1	4	-2	-5	2	-5	i	Cc1nnc(SCC(=O)N2CCN(c3ccccc3)CC2)n1-c1ccccc1
58	-1.2	-0.1	1	-5	10	2	1	-1	18	i	COC(=O)c1ccc(NC(=S)NCCc2ccc(OC)cc2)cc1
59	-0.1	20	0	5	-13	0	4	7	2	i	O=C(COC(=O)/C=C/c1ccc([N+](=O)[O-])cc1)Nc1ccc2[nH]c(=O)[nH]c2c1

# Compound activity deposited in PubChem BioAssay by several laboratories.
